Assay outcomes from PubChem.
NCI-60 one-dose screen, 48 h, at 10 µM unless noted. Numbers give growth in % (100 = growth as untreated, 0 = no growth, -100 = all killed).
T-47D: T-47D breast cancer. actives 5% (n = 79,000)
SK-MEL-2: SK-MEL-2 melanoma; actives 4.7% (n = 77,000)
HS 578T: HS 578T breast cancer; actives 4.1% (n = 78,000); AID 1794788
MALME-3M: MALME-3M melanoma. actives 5.8% (n = 78,000). AID 1794766
SK-MEL-28: SK-MEL-28 melanoma. actives 4.1% (n = 81,000). AID 1794761
UACC-257: UACC-257 melanoma. actives 4.4% (n = 78,000). AID 1794764
UACC-62: UACC-62 melanoma. actives 5.4% (n = 81,000)
BT-549: BT-549 breast cancer | AID 1794793 | actives 4.4% (n = 78,000)
* hit, by the source's call; x = not tested or not shown; & = joins results of further samples. The calls were made as follows: active = growth percent below 10; inactive = the rest.

The line under a structure holds: T-47D | SK-MEL-2 | HS 578T | MALME-3M | SK-MEL-28 | UACC-257 | UACC-62 | BT-549
CSc1nccnn1
    125 | 110 | 96 | 87 | 104 | 104 | 107 | 73
O=C(CCCl)Oc1ccc(Br)cc1
    92 | 90 | 108 | 100 | 108 | 122 | 108 | 101
O=C1NC(=NC2CCCCCC2)N/C1=C\c1ccc2ncoc2c1
    19 | 23 | 42 | 66 | 27 | 49 | 19 | 9.4*
CCCCc1nc(Cl)c(C2CC(c3ccc(C(F)(F)F)cc3)=NN2C(C)=O)[nH]1 (centres undefined)
    77 | 97 | 86 | 103 | 98 | 94 | 75 | 93
CCC(NC(c1cc2cccc3ccc4cccc1c4c32)c1nnnn1C(C)(C)C)C1CCCCC1 (centres undefined)
    75 | x | 85 | 83 | 80 | 39 | 50 | 50
N#Cc1ccc(NC(=O)Nc2ccc([N+](=O)[O-])cc2Cl)cc1
    82 | 116 | 100 | 98 | 110 | 101 | 89 | 97
CC1=CC(C)(C)NC(=S)N1c1ccc(S(=O)(=O)O)c2cccc(S(=O)(=O)O)c12
    106 | x | 93 | 115 | 112 | 112 | 98 | x
C=CCc1ccc(OCCN(CC)CC)c(OC)c1
    99 | x | 100 | 90 | 102 | 96 | 101 | 103
O=C(C=NC(=O)c1ccccc1)/C=C(\O)c1ccccc1
    95 | 109 | 96 | 93 | 108 | 111 | 92 | 98
COc1ccc(Nc2ncc3c(n2)CCc2cnc(C)nc2-3)cc1
    90 | 106 | 98 | 90 | 100 | 110 | 92 | 102
CC(C)(C)C(=O)Nc1ccccc1
    96 | 107 | 93 | 102 | 117 | 104 | 102 | 109
Cc1[nH]c2ccccc2c1/C=N/Nc1ncnc2sc3c(c12)CCN(CC(=O)OC(C)(C)C)C3
    81 | 93 | 78 | 120 | 81 | 64 | 82 | 81
O=C(O)c1cc(S(=O)(=O)Cl)ccc1Cl
    105 | 102 | 109 | 95 | 107 | 100 | 108 | 120
N#Cc1cc(-c2ccccc2)[nH]c1-c1nccc2ccccc12
    44 | 91 | 107 | 81 | 113 | 74 | 84 | x
CC(=O)Nc1nnc(SCc2c(C)cc(C(C)(C)C)cc2C)s1
    91 | 125 | 94 | 92 | 107 | 119 | 66 | 96
CCOc1nc(-c2ccccc2)cc2c(O)c(C(=O)NN)[nH]c(=O)c12
    108 | 84 | 88 | 112 | 100 | 103 | 106 | 126
O=c1c([N+](=O)[O-])c[nH]c2cc(Cl)ccc12
    105 | 115 | 111 | x | 109 | 109 | x | 102
COc1ccc(N(C)c2cc(C#N)nc3ccccc23)cc1N
    21 | 4.9* | 37 | 62 | 56 | 63 | 23 | 94
O=C(COc1ncnc2sc3c(c12)CCCC3)NNC(=O)c1ccc([N+](=O)[O-])cc1
    99 | 105 | 102 | 97 | 101 | 104 | 99 | 101
O=C(O)c1ccc(CNC(=O)c2ccccc2Nc2ccnc(C(F)(F)F)c2)cc1
    110 | x | 103 | 95 | 105 | 103 | 108 | 96
O=C(CC1CC(c2ccc(-c3noc(=O)[nH]3)cc2)=NO1)NO (centres undefined)
    87 | 99 | 96 | 91 | 115 | 101 | 104 | 85
N#Cc1c(-c2ccccc2Cl)c2ccc3ccccc3c2oc1=O
    41 | 99 | 82 | 108 | 96 | 64 | 64 | 65
O=c1cc(CSc2nnc(-c3ccccc3)n2-c2ccc(F)cc2)c2ccc3ccccc3c2o1
    77 | 80 | 103 | 97 | 104 | 103 | 83 | 102
O=S(=O)(Nc1cccc2ccccc12)c1ccc(-c2cnc(C3CC3)o2)cc1
    62 | 72 | 39 | 61 | 58 | 69 | 37 | 21
S=c1[nH]nc(CSc2ncnc3c2c(-c2ccccc2)cn3-c2ccc(Cl)cc2)o1
    91 | 105 | 95 | 99 | 115 | 105 | 89 | 107
O=C(O)c1cn(C2CC2)c2cc(N3CCN(Cc4cc(O)ccc4O)CC3)c(F)cc2c1=O
    94 | 103 | 97 | 82 | 91 | 96 | 85 | 58
C#CCOc1ccc(/C=N\Nc2nc(-c3ccc(C)cc3)cs2)cc1OC
    62 | 96 | 111 | 116 | 90 | 93 | 75 | 81
Nc1nnc(-c2ccc([N+](=O)[O-])o2)s1
    106 | 116 | 110 | 82 | 107 | 101 | 92 | 100
CC[C@H](C)[C@H](NC(=O)[C@@H](CCSC)NC(=O)[C@@H](CCC(N)=O)NC(=O)CNC(=O)[C@H](CCCCN)NC(=O)[C@H](CC(C)C)NC(=O)[C@@H](CCCNC(=N)N)NC(=O)[C@H](CC(C)C)NC(C)=O)C(=O)N[C@H](Cc1ccc(O)cc1)C(=O)N[C@@H](CC(C)C)C(=O)N[C@H](CCCNC(=N)N)C(=O)N[C@H](CCCNC(=N)N)C(=O)N[C@H](CCCNC(=N)N)C(=O)N[C@H](CCCNC(=N)N)C(=O)N[C@H](CCCNC(=N)N)C(=O)N[C@H](CCCNC(=N)N)C(=O)N[C@H](CCCNC(=N)N)C(=O)N[C@H](CCCNC(=N)N)C(=O)O
    92 | 112 | 98 | 98 | 108 | 105 | 63 | 112
C=COC(=O)CCOCC(CC)CCCC (centres undefined)
    96 | 97 | 105 | x | 113 | 108 | 100 | 94

Part of the list above in order of count of non-hydrogen atoms, high to low:
The line under a structure holds: T-47D | SK-MEL-2 | HS 578T | MALME-3M | SK-MEL-28 | UACC-257 | UACC-62 | BT-549
O=C(O)c1cn(C2CC2)c2cc(N3CCN(Cc4cc(O)ccc4O)CC3)c(F)cc2c1=O
    94 | 103 | 97 | 82 | 91 | 96 | 85 | 58
S=c1[nH]nc(CSc2ncnc3c2c(-c2ccccc2)cn3-c2ccc(Cl)cc2)o1
    91 | 105 | 95 | 99 | 115 | 105 | 89 | 107
O=S(=O)(Nc1cccc2ccccc12)c1ccc(-c2cnc(C3CC3)o2)cc1
    62 | 72 | 39 | 61 | 58 | 69 | 37 | 21

New compounds follow:
The line under a structure holds: T-47D | SK-MEL-2 | HS 578T | MALME-3M | SK-MEL-28 | UACC-257 | UACC-62 | BT-549
COc1ccc(OC)c(-c2cn3nc(-c4c[nH]c5ccc(Br)cc45)sc3n2)c1
    35 | 86 | 44 | 52 | 59 | 85 | 50 | 76
CCOc1nc(-c2ccccc2)cc2c(O)c(C(=O)N/N=C/c3ccc(F)cc3)[nH]c(=O)c12
    99 | 79 | 130 | x | 102 | 75 | 103 | 97
Oc1ccccc1N=Cc1c(O)ccc2ccccc12
    63 | 62 | 65 | 83 | 113 | 93 | 64 | 54
CC(=O)CCNc1ccc2c(c1)C(=O)c1ccccc1C2=O
    97 | 88 | 117 | 102 | 124 | 100 | 106 | 99
C#CC1(O)CCC2C3CCc4cc(OC)ccc4C3CCC21C (centres undefined)
    104&94 | 105&89 | 107 | 117&130 | 115&119 | 120&132 | 82&87 | 108&115
COc1ccc(C(Cc2ccccc2)NCCN2CCOCC2)cc1 (centres undefined)
    85 | 96 | 107 | 87 | 103 | 109 | 100 | 82
CN1CCN(C(=O)[C@@]2(C)CC[C@]3(C)CC[C@]4(C)C(=CC[C@@H]5[C@@]6(C)C/C(=C/c7ccncc7)C(=O)C(C)(C)[C@@H]6CC[C@]54C)[C@@H]3C2)CC1
    x | 85 | 54 | 42 | 49 | 41 | 38 | 56
O=C1/C(=N\O)C(c2ccccc2)Oc2ccccc21 (centres undefined)
    96 | 112 | 88 | 148 | 119 | 109 | 103 | 104
N#Cc1c(NCc2ccccc2I)sc2c1CCCC2
    74 | 98 | 89 | 86 | 107 | 97 | 68 | 94
CC1=C(Nc2ccc(N3CCN(C)CC3)cc2)C(=O)c2cncnc2C1=O
    -44* | 109 | 126 | 131 | 121 | 66 | 94 | 101
O=C(O)C(O)c1ccc(Cl)cc1Cl (centres undefined)
    93 | 93 | 110 | 105 | 103 | 101 | 103 | 106
CC1CCC(C)N(C)C1 (centres undefined)
    97 | x | 108 | 101 | 107 | 105 | 100 | 88
Oc1ccc(-c2nc3ccccc3s2)cc1CN(Cc1ccccn1)Cc1ccccn1
    13 | 3.1* | 42 | 8.2* | 33 | -0.1* | 8.9* | 18
COc1ccc(C(=O)Nc2ccc(Sc3cc4cc(OC)c(OC)cc4nc3C)cc2)cc1OC
    96 | 97 | 104 | 98 | 104 | 97 | 99 | 91
O=C(Nc1nc(-c2ccc(Cl)cc2)cs1)c1cc(O)c(O)c(O)c1
    25 | 32 | 62 | x | 43 | 43 | x | 25
COc1ccc(C(=O)/C(=N/Nc2ccccc2)c2ccc(OC)cc2)cc1
    87 | 96 | 102 | 109 | 111 | 111 | 79 | 103
Cc1cccc2c(=O)c3c(sc12)c(N1CCNCC1)nc1ccccc13
    87 | 98 | 73 | 99 | 80 | 97 | 90 | 80
O=C1c2c(c3c4cccnc4[nH]c3c3ccc4ccccc4c23)C(=O)N1CCO
    37 | 138 | 121 | 114 | 102 | 93 | 47 | 87
COc1ccc(Br)cc1/C=N\NS(=O)(=O)c1ccc(C)cc1
    90 | 92 | 83 | 84 | 89 | 72 | 92 | 97
O=C(O)CC(NC(=O)OCc1ccccc1)C(=O)O (centres undefined)
    108 | 104 | 115 | 106 | 109 | 101 | 108 | 99
COc1ccc2oc(=O)cc(COc3ccc(N=Cc4ccccn4)cc3)c2c1
    90 | 99 | 104 | 136 | 107 | 110 | 101 | 75
CC1(C)NC2=C(C(Nc3cccnc3)N1)C(c1ccc(Cl)cc1)C(C(=O)c1ccc(N=[N+]=[N-])cc1)O2 (centres undefined)
    85 | 106 | 100 | 100 | 108 | 94 | 96 | 104
Cc1nn(-c2ccc(F)cc2)c(C)c1N=Nc1ccc(Br)cc1
    76 | 75 | 104 | 88 | 92 | 50 | 56 | 78
CN(C)CCN1CCN(c2ncccc2C2Nc3ccccc3-n3cccc32)CC1 (centres undefined)
    90 | 124 | 96 | 106 | 105 | 101 | 105 | 92
CCOC(=O)/C=C/c1sc(-c2ccc(F)cc2)cc1N
    76 | 93 | 83 | 96 | 102 | 91 | 66 | 87
O=C1c2ccccc2C(=O)c2c1oc1oc3c(c(=O)c21)c(=O)n(-c1ccccc1)c1ccccc31
    4.5* | 23 | 91 | 42 | 39 | 101 | 13 | 12
COc1ccc(C(=O)c2cc3c(N)c(C(=O)Nc4cccc(Cl)c4)sc3nc2C)cc1
    44 | 40 | 19 | 51 | 66 | 71 | 39 | 78
Cc1nn(-c2ccccc2)c(Oc2ccccn2)c1/C=N\N=c1/sc2ccccc2n1C
    73 | 86 | 99 | 94 | 77 | 81 | 60 | 85
CC(=O)N(C)c1ccccc1C
    95 | x | 107 | 112 | 113 | 98 | 108 | x
COc1ccc(C2=CC(c3cc(OC)c(OC)c(OC)c3)N3C(=O)CSC3=N2)cc1OC (centres undefined)
    x | 95 | 70 | 95 | 79 | 85 | 64 | 67

Molecules listed so far containing an NH in an aromatic ring (10):
The line under a structure holds: T-47D | SK-MEL-2 | HS 578T | MALME-3M | SK-MEL-28 | UACC-257 | UACC-62 | BT-549
CCCCc1nc(Cl)c(C2CC(c3ccc(C(F)(F)F)cc3)=NN2C(C)=O)[nH]1 (centres undefined)
    77 | 97 | 86 | 103 | 98 | 94 | 75 | 93
Cc1[nH]c2ccccc2c1/C=N/Nc1ncnc2sc3c(c12)CCN(CC(=O)OC(C)(C)C)C3
    81 | 93 | 78 | 120 | 81 | 64 | 82 | 81
N#Cc1cc(-c2ccccc2)[nH]c1-c1nccc2ccccc12
    44 | 91 | 107 | 81 | 113 | 74 | 84 | x
CCOc1nc(-c2ccccc2)cc2c(O)c(C(=O)NN)[nH]c(=O)c12
    108 | 84 | 88 | 112 | 100 | 103 | 106 | 126
O=c1c([N+](=O)[O-])c[nH]c2cc(Cl)ccc12
    105 | 115 | 111 | x | 109 | 109 | x | 102
O=C(CC1CC(c2ccc(-c3noc(=O)[nH]3)cc2)=NO1)NO (centres undefined)
    87 | 99 | 96 | 91 | 115 | 101 | 104 | 85
S=c1[nH]nc(CSc2ncnc3c2c(-c2ccccc2)cn3-c2ccc(Cl)cc2)o1
    91 | 105 | 95 | 99 | 115 | 105 | 89 | 107
COc1ccc(OC)c(-c2cn3nc(-c4c[nH]c5ccc(Br)cc45)sc3n2)c1
    35 | 86 | 44 | 52 | 59 | 85 | 50 | 76
CCOc1nc(-c2ccccc2)cc2c(O)c(C(=O)N/N=C/c3ccc(F)cc3)[nH]c(=O)c12
    99 | 79 | 130 | x | 102 | 75 | 103 | 97
O=C1c2c(c3c4cccnc4[nH]c3c3ccc4ccccc4c23)C(=O)N1CCO
    37 | 138 | 121 | 114 | 102 | 93 | 47 | 87

Other entries.
The line under a structure holds: T-47D | SK-MEL-2 | HS 578T | MALME-3M | SK-MEL-28 | UACC-257 | UACC-62 | BT-549
COc1ccc(Cc2nnc3sc(SCC(=O)c4ccc(C)cc4)nn23)cc1
    x | 85 | 110 | 100 | 113 | 100 | 106 | x
O=C(Cn1cc(CN2C(=O)c3ccc([N+](=O)[O-])cc3C2=O)nn1)Nc1ccc(Cl)cc1
    96 | 113 | 119 | 95 | 103 | 94 | 91 | 106
N#CC1=C(Nc2ccccc2Cl)SC2(CCCC2)NC1=O
    96 | 98&106 | 102&112 | 88&105 | 104&100 | 82 | 92&102 | 111&113
CC1=CCC(C(C)(C)O)CC1O (centres undefined)
    100 | 96 | 98 | 98 | 109 | 92 | 101 | 95
CC(=O)c1c(C)[nH]c2c1c(-c1cccc3c1OCO3)nc1ccccc12
    89 | 98 | 89 | 97 | 109 | 117 | 71 | 99
COc1ccc(/C=C/C(=O)c2cccc(OCC(=O)O)c2)cc1
    97 | 119 | 109 | 110 | 113 | 111 | 103 | 115
CCCn1c(=O)c2[nH]c(-c3ccc(OCc4nc5ccc(C#N)cc5[nH]4)cc3)nc2n(CCC)c1=O
    36 | 97 | 40 | 73 | 91 | 100 | 49 | 93
OC1CSSC1Cn1cnc2c(Nc3ccc(F)c(Cl)c3)ncnc21 (centres undefined)
    61 | 93 | 103 | 65 | 78 | 82 | 16 | 119
CC(=O)N1C(=S)NC(=O)C1CC(C)C (centres undefined)
    100 | 102 | 110 | 102 | 101 | 104 | 94 | 115
CC(=O)Nc1ccc2c3c(ccc([N+](=O)[O-])c13)CC2
    94 | 97 | 98 | 94 | 103 | 103 | 95 | 101
Clc1cc(Br)ccc1-c1ccc(CNCC2CCNCC2)o1
    44 | 77 | 62 | -4.3* | 42 | 80 | 59 | 78
